CXCR6 inh = inhibitors of human CXCR6 receptor. O00574. CHO-K1 PathHunter CXCR6 beta-arrestin, luminescence. inhibition, % at 20 µM. hit rate 0.36% among 360,000. AID 602244; in the data active = inhibition above about 34%, passing the limit was not always enough;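 note: antagonist mode with CXCL16 agonist at 10 nM final; 0% = 10 nM CXCL16 with DMSO and 100% = unstimulated wells without agonist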
Target sequence (O00574 whole entry, looked up): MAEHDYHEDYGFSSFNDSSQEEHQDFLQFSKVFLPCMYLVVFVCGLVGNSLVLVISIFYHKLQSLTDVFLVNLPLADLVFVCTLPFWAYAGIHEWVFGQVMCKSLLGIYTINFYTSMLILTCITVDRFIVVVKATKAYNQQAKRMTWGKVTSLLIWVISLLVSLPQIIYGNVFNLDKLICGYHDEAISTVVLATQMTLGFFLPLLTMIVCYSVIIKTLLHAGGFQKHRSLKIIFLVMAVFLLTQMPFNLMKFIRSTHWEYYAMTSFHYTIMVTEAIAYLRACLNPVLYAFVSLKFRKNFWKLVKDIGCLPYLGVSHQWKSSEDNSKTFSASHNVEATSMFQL
MPTP block = inhibitors of mitochondrial permeability transition pore; isolated mouse mitochondria, Ca2+ swelling absorbance, 30 min; inhibition, % at 10 µM; hit rate 1.4% among 360,000; AID 602449;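 active = inhibition of 50% or more, scaled per plate between neutral and stimulator controls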;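 note: 0% = DMSO wells given calcium and 100% = 1 mM EGTA wells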
EBI2 antag = blocks human EBI2 receptor beta-arrestin signaling | P32249 | EBI2 beta-arrestin recruitment, luminescence, 7a,25-OHC stimulated | hit rate 0.81% among 360,000 | inhibition, % at 5 µM | AID 651636; in the data active = inhibition above about 38%;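 note: enzyme fragment complementation signal reports receptor beta-arrestin coupling in cells; 0% = agonist plus DMSO wells and 100% = wells without agonist; some results beyond the cut were filed as inactive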
Target sequence (P32249 whole entry, looked up, the tested form may be a part): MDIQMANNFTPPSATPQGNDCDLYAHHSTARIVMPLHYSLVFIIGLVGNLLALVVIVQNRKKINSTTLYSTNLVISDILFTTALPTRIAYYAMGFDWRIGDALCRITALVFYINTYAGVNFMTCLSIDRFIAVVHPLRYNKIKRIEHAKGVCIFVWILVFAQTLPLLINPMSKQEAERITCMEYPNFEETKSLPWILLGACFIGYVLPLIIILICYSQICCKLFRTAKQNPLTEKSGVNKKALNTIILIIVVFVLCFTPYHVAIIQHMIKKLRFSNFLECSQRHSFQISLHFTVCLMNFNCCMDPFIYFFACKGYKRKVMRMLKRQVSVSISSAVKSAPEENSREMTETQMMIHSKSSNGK
Starred values were filed as active, the others as inactive.

The opening six compounds, ahead of the listing:
Values run as follows: CXCR6 inh | MPTP block | EBI2 antag
> Cc1ccc(S(=O)(=O)N(CC(=O)NC2CC3CCC2C3)c2ccccc2)cc1 (stereo not drawn)
  -4 | 0.9 | -5
> Cc1ccc([C@@H]2CC(=O)[C@@H]3CN(S(=O)(=O)c4ccc(C)cc4)[C@H](c4ccccc4F)C[C@@H]3N2S(=O)(=O)c2ccc(Cl)cc2)cc1
  -3 | 0.1 | 16
> Cc1cccc(C)c1NC(=O)CN(Cc1ccccc1)Cc1ccccc1
  14 | -1.5 | 14
> O=C(NCc1cc(Cl)cc(Cl)c1)c1csc([C@@H]2O[C@H](CO)[C@H](O)[C@H](O)[C@H]2O)n1
  7 | -1.1 | 0
> OCC[C@@H]1C[C@H](O)[C@@H](O)[C@@]2(OCc3ccc4ccccc4c32)O1
  -2 | -1.0 | -8
> CC1(C(=O)NS(=O)(=O)c2cccc(Cl)c2)CCN1C(=O)CCc1cccs1 (stereo not drawn)
  2 | -2.6 | -5

The whole of this part, from the first entry:
Values run as follows: CXCR6 inh | MPTP block | EBI2 antag
> Cc1ccc(S(=O)(=O)N(CC(=O)NC2CC3CCC2C3)c2ccccc2)cc1 (stereo not drawn)
  -4 | 0.9 | -5
> Cc1ccc([C@@H]2CC(=O)[C@@H]3CN(S(=O)(=O)c4ccc(C)cc4)[C@H](c4ccccc4F)C[C@@H]3N2S(=O)(=O)c2ccc(Cl)cc2)cc1
  -3 | 0.1 | 16
> Cc1cccc(C)c1NC(=O)CN(Cc1ccccc1)Cc1ccccc1
  14 | -1.5 | 14
> O=C(NCc1cc(Cl)cc(Cl)c1)c1csc([C@@H]2O[C@H](CO)[C@H](O)[C@H](O)[C@H]2O)n1
  7 | -1.1 | 0
> OCC[C@@H]1C[C@H](O)[C@@H](O)[C@@]2(OCc3ccc4ccccc4c32)O1
  -2 | -1.0 | -8
> CC1(C(=O)NS(=O)(=O)c2cccc(Cl)c2)CCN1C(=O)CCc1cccs1 (stereo not drawn)
  2 | -2.6 | -5
> CN(C)CCNc1cccc2sc3ccc(O)cc3c(=O)c12
  -2 | 1.3 | 1
> Cc1cccc(NC(=O)CSc2nncn2N)c1C
  5 | -0.9 | -14
> C#CCNC(=O)c1ccc2sc([C@@H]3O[C@H](CO)[C@H](O)[C@H](O)[C@H]3O)nc2c1
  8 | -1.0 | -1
> NCc1csc(Nc2nncc3ccccc23)n1
  4 | 1.7 | -11
> CC1(C(=O)NS(=O)(=O)c2ccccc2Cl)CCN1C(=O)C1(c2ccccc2)CC1 (stereo not drawn)
  -4 | -2.0 | 1
> COc1ccc(C(=O)C=Cc2ccc(OCc3ccccc3)c(OC)c2)cc1OC
  0 | 0.3 | 10
> CC(C)CNC(=O)C1(C)CCCCCN1Cc1ccccc1-c1ccccc1 (stereo not drawn)
  37* | 0.5 | 10
> CCCCn1nnnc1C(c1cc2ccccc2o1)N1CCN(c2ncccc2C#N)CC1 (stereo not drawn)
  2 | -0.9 | 48*
> COC(=O)c1cc(OC)c(OC)cc1NC(=O)CCN1C(=O)C2CCCCC2C1=O (stereo not drawn)
  3 | -0.1 | -1
> CCCN(CCC)Cc1cc(=O)oc2cc(C)cc(C)c12
  5 | 0.4 | -1
> CNc1cncc(-c2cccc(C(=O)NCCN(C)C)c2)n1
  5 | -1.6 | -11
> CN(C)c1ccc(NC(=O)Nc2nc(C(N)C3CCCCC3)cs2)cc1 (stereo not drawn)
  -1 | 2.2 | -14
> CN(Cc1ccc(F)cc1)S(=O)(=O)c1ccc2[nH]c(=O)[nH]c2c1
  -7 | 1.1 | -8
> CC(=O)OC1C(OC(C)=O)C2C(C)CC3OC(=O)C(C)C3CC2(C)C1OC(C)=O (stereo not drawn)
  -6 | -0.9 | -2
> C[C@]1(CC/C(=C/CO)CO)[C@H](C=O)CC[C@@]23COC(=O)C2=CCC[C@@H]31
  4 | 2.4 | 5
> CC(C)COC(=O)N1CCCCC1c1cc(C(=O)Nc2ccc3c(c2)OCO3)no1 (stereo not drawn)
  3 | -0.1 | 2
> CN(C)CCN(C)C1CN(CCc2ccccc2)S(=O)(=O)C1 (stereo not drawn)
  -2 | -1.3 | -4
> O=C(CNc1cccc(Br)c1)Nc1ccc(S(=O)(=O)N2CCCCC2)cc1
  -3 | 6.6 | 12
> OC(c1ccc(F)c(F)c1)c1nc(-c2cccc(F)c2)cs1 (stereo not drawn)
  -2 | 2.4 | 8
> CC1CC(C)(C)C2=NCCN21 (stereo not drawn)
  -7 | -4.2 | -13
> O=C(NCCO)c1cccc(-c2cnc3c(Nc4cccc(OC(F)(F)C(F)F)c4)nccn23)c1
  -14 | 1.4 | 40
> Cc1cc(C(=O)CCC(=O)Nc2cccc(F)c2)c(C)s1
  -2 | 0.4 | -7
> N#Cc1ccc(S(=O)(=O)N2CCN(CN3C(=O)CC4(CCCC4)C3=O)CC2)cc1
  2 | -1.6 | -6
> COc1ccc(NC(=O)Nc2ccc3c(c2)C(=O)N([C@H](C)CO)C[C@H](C)[C@H](CN(C)Cc2ccc(C(=O)O)cc2)OCCCC[C@@H](C)O3)cc1
  -5 | -1.1 | -4
> Cc1cccc(CNC(=O)Nc2nnc([C@@H]3C[C@H](O)[C@@H](CO)O3)s2)c1
  2 | 0.0 | -3
> FC(F)(F)Oc1ccccc1C(c1nnnn1C1CCCC1)N1CCN(C/C=C/c2ccccc2)CC1 (stereo not drawn)
  24 | 1.9 | 64*
> CCc1nc2c(OCc3cccc(Cl)c3)cccn2c1N(C)C(=O)CC(C)C
  11 | -1.1 | 12
> COCCNC(=O)C1(C)CCCN(C(=O)c2cc(C)oc2C)C1 (stereo not drawn)
  4 | 2.3 | -9
> CC(C)(C)c1ccc(C(=O)N2CCC2(C)C(=O)Nc2ccc3nc[nH]c3c2)cc1 (stereo not drawn)
  -1 | 1.8 | -2
> CC(=O)c1ccc(OCC(=O)Nc2nnc(C3CC3)s2)cc1
  2 | 0.0 | -7
> CCCC(=O)N1CCC1(C)C(=O)Nc1ccc(C)c(C)c1 (stereo not drawn)
  -1 | -2.3 | -5
> C[C@@H]1Cn2cnc(C(=O)N[C@@H](C)c3ccccc3)c2C(=O)N1
  0 | 0.7 | 42
> Cc1cc(NC(=O)C2(C)CCN2C(C)C)c2ccccc2n1 (stereo not drawn)
  -6 | 1.1 | -10
> CN(Cc1ccccc1)S(=O)(=O)c1ccc(Cl)c(C(=O)N2CCOCC2)c1
  4 | -0.2 | -6
> COc1cccc(-c2ncn(CCc3ccccc3OC)c2C(C)C)c1
  13 | 11 | 5
> Cc1ccc(Cc2c(-c3ccc(C)cc3)nc3ccc(Cl)cn23)cc1
  11 | -0.6 | 7
> O=c1ccn(C2CCCCC2)c(=O)[nH]1
  6 | -1.7 | 0
> NC(COCc1ccccc1)c1csc(Nc2cc(Oc3ccccc3)ncn2)n1 (stereo not drawn)
  -3 | 5.0 | 5
> O=C1c2cccc3cccc(c23)C(=O)N1Cc1ccccn1
  -3 | 0.8 | -4
> COC(=O)C1CCN(S(=O)(=O)c2c[nH]c(=O)[nH]c2=O)CC1
  -3 | -0.9 | -1
> O=C(NCc1ccccc1)c1cc(C2CCCCN2C(=O)OCCF)on1 (stereo not drawn)
  -2 | 2.0 | 7
> c1ccc(Cc2c(-c3ccco3)nc3c4ccccc4ccn23)cc1
  12 | 0.7 | 21
> CCc1nc2c(OCCOc3ccccc3)cccn2c1N(C)C(=O)c1ccccc1F
  5 | -0.3 | 1
> COc1ccc(C(C)(O)c2nc(-c3cccc(NC(C)=O)c3)cs2)cc1 (stereo not drawn)
  -1 | -1.3 | 2
> CC1=C(C(=O)N2CCOCC2)CC(CC(=O)NCc2cccs2)C(=O)N1Cc1ccccc1 (stereo not drawn)
  4 | -2.9 | -9
> CCc1nc2ccc(C(=O)NCc3ccc4c(c3)OCO4)cn2c1N(CC)Cc1cccc(Br)c1
  13 | -0.3 | 15
> O=C1CCCC(=O)N1CCCCCCN1C(=O)CCCC1=O
  -2 | -0.2 | -13
> CCOC(=O)C(=C1Nc2ccccc2N1)n1c(-c2ccco2)nc2ccccc21
  20 | -1.4 | -3
> CC1=C(C(=O)N2CCOCC2)CC(CC(=O)NCc2ccco2)C(=O)N1CCC1=CCCCC1 (stereo not drawn)
  -3 | 0.9 | -9
> CCOC(=O)[C@]12CCCC=C1N(Cc1cccc3ccccc13)C(=O)[C@H](CC(=O)NCCc1ccccc1OC)C2
  5 | -2.7 | 10
> O=C(O)Cn1c2ccccc2c2nc3ccccc3nc21
  -5 | -0.3 | 10
> CC(=O)Nc1ccc(C(=O)N2CCCCC2c2cc(C(=O)N3CCOCC3)no2)cc1 (stereo not drawn)
  -5 | -1.4 | -15
> CCCS(=O)(=O)NC(=O)C1(C)CCCN(C(=O)c2c(F)cccc2F)C1 (stereo not drawn)
  0 | 0.0 | 1
> CSC[C@H]1CN(CCc2ccccc2)C(=O)[C@@H]1CC(=O)Nc1ccccc1
  4 | 0.3 | -2

Later entries:
Values run as follows: CXCR6 inh | MPTP block | EBI2 antag
> CC1(C(=O)NS(=O)(=O)c2ccc3c(c2)CCO3)CCN1C(=O)C1(c2ccc(Cl)cc2)CC1 (stereo not drawn)
  -4 | -0.4 | -11
> CCC(=O)N1CCC1(C)C(=O)Nc1cc(OC)ccc1OC (stereo not drawn)
  2 | -0.3 | -11
> CC(=O)Nc1cc(-c2ccc(N)cc2)cn2c(-c3cccc(C(F)(F)F)c3)cnc12
  -3 | 0.1 | 9
> O=C(NCc1ccc(F)cc1)c1cc(C2CCCN(C(=O)c3ccc4c(c3)CCO4)C2)on1 (stereo not drawn)
  4 | 0.1 | 14
> C[C@H](CO)N1C[C@H](C)[C@H](CN(C)Cc2ccccc2)Oc2ncc(Br)cc2C1=O
  2 | 0.0 | -8
> CC1(C(=O)NCCc2ccccc2)Cc2c(-c3cccc(C(F)(F)F)c3)ccnc2O1 (stereo not drawn)
  4 | 0.4 | 8
> O=C(Nc1ccc(Oc2ccccc2)cc1)c1csc([C@@H]2C[C@H](O)[C@@H](CO)O2)n1
  -10 | 2.1 | 7
> COc1ccc([C@H]2C[C@@H](O)[C@H](n3cc(C4CC4)nn3)CN2C(=O)c2cccs2)cc1
  1 | -1.9 | -1
> C=CCOc1cccn2c(N(C)C(=O)c3ccncc3)c(CC)nc12
  -4 | -0.3 | -5
> COC1OC(c2ccccc2)=C(c2cnc(N)nc2)c2ccc(F)cc21 (stereo not drawn)
  23 | -1.6 | 0
> Cc1ccc(C)c(C(O)c2ncc(-c3ccccc3)[nH]2)c1 (stereo not drawn)
  0 | -1.5 | 6
> NCCCCC(C(=O)O)N(C(=O)OCc1ccccc1)C(=O)OCc1ccccc1 (stereo not drawn)
  1 | -0.6 | -6
> CC(C)NC(=O)C1(C)CCCCCN1C(=O)c1ccc(-c2ccccc2)cc1 (stereo not drawn)
  -2 | -2.6 | -4
> CSc1nc2c(=S)[nH]c(=S)[nH]c2s1
  -1 | -2.9 | -4
> O=C(NCCc1ccccc1)C1Cc2c(-c3ccccc3Oc3ccccc3)ccnc2O1 (stereo not drawn)
  10 | 0.1 | 4
> CCN(C(=O)CN(C1=NC2CS(=O)(=O)CC2S1)c1ccc(OC)cc1)c1cccc(C)c1 (stereo not drawn)
  4 | -1.5 | 10
> O=C(Nc1c(F)c(F)c(F)c(F)c1F)c1ccc(Br)o1
  0 | 0.5 | -5
> O=C(NC1CC1)c1ccc2nc([C@@H]3O[C@H](CO)[C@H](O)[C@H](O)[C@H]3O)[nH]c2c1
  6 | 0.5 | -9
> COc1ccc(C(O)c2nc(-c3cccc(NC(C)=O)c3)cs2)cc1 (stereo not drawn)
  -4 | 0.4 | -8
> CC1Cc2[nH]c(=S)[nH]c(=O)c2C(c2ccc(C(C)C)cc2)O1 (stereo not drawn)
  -4 | 0.4 | -4
> Cc1cc(F)ccc1-c1cc(C(=O)NC(C)C)[nH]n1
  -6 | 0.2 | 2
> CC1(C)CC(=O)C=C(c2ccccc2-c2ccc(S(C)(=O)=O)cc2)C1=O
  3 | 0.8 | -2
> C[C@@H]1CN([C@@H](C)CO)C(=O)c2cc(Br)cnc2O[C@@H]1CN(C)S(=O)(=O)c1ccc(F)cc1
  -5 | -1.1 | -5
> CC(=O)OC1CCC2(C)C(CCC3C4CC=C(C(C)=O)C4(C)OC(=O)CC32)C1 (stereo not drawn)
  50* | -0.6 | 52*
> CSc1ccc(Cn2c(C)c(C(=O)NCc3ccc(Cl)c(Cl)c3)sc2=O)cc1
  6 | -0.2 | 14
> Cn1cc(-c2cnc3c(NC=O)cc(-c4cccc(C(F)(F)F)c4)cn23)cn1
  7 | 0.9 | 28
> Cc1c(C(=O)NCc2ccc(C(C)C)cc2)sc(=O)n1Cc1ccc(S(=O)(=O)N(C)C)cc1
  -8 | 6.5 | 12
> C[C@H]1CN([C@@H](C)CO)C(=O)CCCn2nncc2CO[C@@H]1CN(C)S(=O)(=O)c1ccc(-c2ccccc2)cc1
  9 | -1.9 | -1
> COc1cc(/C=C/C(=O)OCC(=O)Nc2ccc3[nH]c(=O)[nH]c3c2)ccc1OC(F)F
  0 | 1.0 | 2
> O=c1[nH]c2ccccc2c(=O)c2ccccc12
  -2 | -0.6 | -8
> CCC(=O)N1CCCC1(C)C(=O)NCc1ccc(SC)cc1 (stereo not drawn)
  -2 | -0.3 | -7
> C[C@H](NC(=O)C1CCN(S(=O)(=O)c2ccccc2)CC1)C(=O)NC1CC1
  -2 | 0.0 | -5

A portion of the library (hit frequency here may not be typical).
